High-throughput results as filed in PubChem.
Autophagy mod: modulators of autophagy. MEF GFP-LC3 puncta imaging; test concentration mostly 10 µM. calls only at 10 µM (by protocol). actives 0.98% (n = 190,000). AID 463193;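 active = percentage of spot-positive cells more than 3 SD above its plate mean, without a fluorescence outlier flag or 80% toxicity; inconclusive = no clear call, values can overlap the other calls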;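 also: spot-positive cell cutoff set from DMSO-treated cells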
AID2073: disruptors of CaV2.2 binding to Mint1 – biochemical, HTRF (AID 2073); HTRF protein-protein interaction, Mint1-CaV2.2; higher % means a stronger effect; one-dose inhibition, % at 20 µM; IC50 in µM for titrated hits; actives 0.19% (n = 290,000); in the data active = inhibition mostly above about 51%, no sharp cut-off; inconclusive = no clear call, values can overlap the other calls; inactive = mostly below about 53%; also: some results filed as inactive read as strong as hits
MT stabilizer: microtubule stabilizers in HeLa cells; HeLa tubulin immunostaining HCS, 24 h; share of cells brighter than vehicle mean+2SD; actives 0.83% (n = 200,000); % tubulin-high responders, % at 10 µM;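 active = plate Z-score above 3 for both tubulin-high and condensed-nucleus cell shares, with cell loss under 80%, at 10 µM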;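 also: anti alpha tubulin signal scored within the nucleus-defined area of each cell; some results filed as inactive read as strong as hits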
Dynein transport: dynein cargo transport inhibition; 3617.4 mouse cells, GR-EGFP nuclear translocation imaging; test concentration mostly 20 µM; stimulated with dexamethasone, 1 µM; hits give low values; z-score, hits read low; actives 0.47% (n = 220,000); AID 1381;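 active = plate z-score of nuclear minus cytoplasmic receptor signal below a set negative limit, without overly bright fluorescence or cell loss, cut at about -3.5 in these data, passing the limit was not always enough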;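 also: z-score of nuclear minus cytoplasmic ring GR-EGFP intensity difference per well; some compounds called inactive have numbers as strong as hits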
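medium = tetracycline-free induction medium containing charcoal-stripped FBS | probe or stimulus = dexamethasone, 1.0 µM final | timing = 48 h induction, then 1 h compound, then 30 min agonist, 37 °C | detection = automated 10x imaging of fixed Hoechst-stained cells | read-out basis = nuclear versus cytoplasmic GR-EGFP signal, averaged per well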
Yfh1-off respiration: mitochondrial function rescue without frataxin homolog – Friedreich's ataxia, plus single-dose screen, dose response (AID 1465); actives 0.074% (n = 220,000); S. cerevisiae Yfh1-off respiration, WST-1 reduction, 72 h; higher fold induction means a stronger effect; fold induction at 50 µM; hits with a dose series show EC50 in µM;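 active = fold induction of absorbance versus untreated yeast above a set limit, then at least 30% activation at any dose in follow-up; inconclusive = repeats straddling the limit, or above it without dose testing; inactive = fold induction below the set limit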;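 also: activators that raise dye reduction in frataxin-depleted yeast; strong numbers were not always called active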
HIV fusion peptide: cell-free HIV fusion peptide-binding blockers – biochemical, uHTS, fluorescence dequenching, primary screen (AID 1986); cell-free peptide binding, fluorescence dequenching, 30 min; higher % means a stronger effect; one-dose inhibition, % at 20 µM; IC50 in µM for titrated hits; actives 0.3% (n = 290,000); in the data active = inhibition mostly above about 52%, no sharp cut-off; inactive = mostly below about 76%; also: some results filed as inactive read as strong as hits
b-catenin transl: beta-catenin nuclear translocation modulation; HeLa beta-catenin nuclear translocation, immunofluorescence imaging; nuclear translocation activity, % at 5 µM; actives 0.3% (n = 190,000); AID 1665;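 active = nuclear translocation activity above 50% at 5 µM, with a well cell count of 50 or more; inconclusive = wells under 50 cells across six images, flagged as toxic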;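 also: per-cell ratio of nuclear to cytoplasmic median beta-catenin stain intensity; plate controls were DMSO negative control for no effect and GSK-3 inhibitor IX positive control for full effect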
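assay system = human HeLa cells, endogenous beta-catenin | times = compound treatment 24 h, 37°C, 5% CO2 | detection = Anti-beta-catenin immunofluorescence on PFA-fixed, Triton-permeabilized cells, DAPI nuclei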
WT yeast gro inh: growth inhibition of WT yeast, mitochondrial fusion screen. mitochondrial fusion phenotypic screen, WT strain. inhibition, % at 10 µM. actives 2.1% (n = 190,000). AID 1362; in the data active = inhibition above about 58%; tested in S. cerevisiae
Insulin prom up: MIN6 insulin promoter up-regulation. MIN6 insulin promoter-GFP reporter, high-content imaging; hits give high values. z-score at 5 µM. actives 0.3% (n = 190,000). AID 1625;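 active = z-score above 3 at 5 µM with at least 500 cells counted in the well; inconclusive = wells under 500 cells, flagged as cytotoxic or low count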
WT yeast gro inh mutant strain: further read-out of WT yeast gro inh, marked with its call; inhibition, %; mitochondrial fusion phenotypic screen, mutant strain inhibition
Dynein transport cytoplasmic EGFP: recorded beside Dynein transport, whose call it bears; z-score; measured here: cytoplasmic GR-EGFP intensity; hits give high values
Dynein transport nuclear GR-EGFP: second read-out of Dynein transport, no call of its own (marks repeat the call); z-score; measured here: nuclear GR-EGFP intensity;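 lower value marks the stronger effect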
Dynein transport cell count: second read-out of Dynein transport, no call of its own (marks repeat the call); z-score; measured here: cell count per field
Insulin prom up cell count: also measured in Insulin prom up; calls as there; cell count; measured here: cytotoxicity, nuclei count;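 total cells summed across four imaged fields per well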
b-catenin transl cell count 5 µM: also measured in b-catenin transl; calls as there; cell count; measured here: cell count, cytotoxicity flag
MT stabilizer Hoechst-high %: further read-out of MT stabilizer, marked with its call; % Hoechst-high responders; measured here: nuclear condensation Hoechst responders;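 share of cells brighter than vehicle mean plus two SD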
MT stabilizer cytotoxicity %: second read-out of MT stabilizer, no call of its own (marks repeat the call); toxicity, %; measured here: cytotoxicity by cell density;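 0% = mean cell density of plate MIN control wells and 100% = no cells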
Autophagy mod cell loss 18 h: further read-out of Autophagy mod, marked with its call; toxicity, %; measured here: cell loss, nuclei count;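 cell loss after 18 h compound exposure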
* = called active by the depositor; i = inactive; ? = inconclusive; / = no result given; + = active, no number.

Value order – Dynein transport cell count	Autophagy mod cell loss 18 h	Autophagy mod	MT stabilizer	WT yeast gro inh	AID2073	Insulin prom up cell count	Yfh1-off respiration	MT stabilizer cytotoxicity %	Dynein transport cytoplasmic EGFP	Insulin prom up	Dynein transport nuclear GR-EGFP	Dynein transport	HIV fusion peptide	MT stabilizer Hoechst-high %	WT yeast gro inh mutant strain	b-catenin transl cell count 5 µM	b-catenin transl
1. CCc1nnc(NC(=O)CSc2nc3cc4c(cc3cc2CC)OCCO4)s1
→ -3.2	-17*	+	8.6	6	43%	1682	i	5.4	-0.11	-0.16	1.1	2.2	2.8%	2.5	-8	1086	-2.4
2. O=C(Nc1nnc(-c2ccc(Cl)cc2)o1)NC1CCCCC1
→ 0.48	-10	i	1.3	-3	6%	1207	i	5.9	-0.33	0.05	0.0087	0.22	1.2%	1.6	-4	1239	1.5
3. CCOC(=O)c1sc(NC(=O)c2ccc(C)s2)cc1C
→ -0.11	-10	i	2.9	-6	8%	1538	i	5.4	-0.23	0.86	0.13	0.41	10%	1.1	-2	1384	0.2
4. CC(C)c1ccc(C(=O)NC(=S)NCc2cccnc2)cc1
→ 0.63	22	i	2.5	37	-9%	1230	i	0.2	-0.25	-0.13	-0.17	-0.19	-2.2%	2.1	-2	472	-3.1
5. O=C(COC(=O)c1ccccc1)Nc1ccccc1N1CCOCC1
→ 1.1	1	i	3.0	7	-2%	1268	i	5.0	-0.24	-2.3	-2.1e-05	0.053	-1.1%	2.1	2	507	-6.7
6. Cc1ccc(S(=O)(=O)Nc2cccnc2Oc2ccc(Cl)cc2)cc1
→ 0.73	/	/	/	/	6%	1369	i	/	-0.26	-0.31	0.082	0.24	-0.6%	/	/	1037	-0.4
7. O=C(Cn1cnnn1)Nc1cccc(S(=O)(=O)N2CCCCC2)c1
→ 0.52	4	i	4.8	-5	8%	1672	i	11	-0.34	0.54	-0.77	-0.51	-0.6%	1.9	9	1025	-1.0
8. COc1cccc(CNC(=O)C(CCSC)NS(=O)(=O)c2ccc3c(c2)oc(=O)n3C)c1 (stereo not drawn)
→ 0.11	-3	i	4.3	20	0%	1853	i	10	-0.27	0.18	0.18	0.32	1.6%	3.4	19	1083	-2.3
9. O=C1Nc2c(Br)cc(Br)cc2C1(O)N1CCOCC1 (stereo not drawn)
→ 0.031	44	i	3.4	0	-8%	1581	i	14	-0.38	0.04	-0.063	0.4	1.1%	1.5	-2	1206	0.5
10. CC1CN(C(=S)NC(=O)c2ccc([N+](=O)[O-])cc2)CC(C)O1 (stereo not drawn)
→ 1.6	-12	i	3.3	19	-5%	1540	i	6.0	-0.2	-0.23	-0.5	-0.63	-0.1%	1.4	18	1263	-0.4
11. COc1cccc(C(=O)Nc2cc(Cl)c(O)c(Cl)c2)c1
→ 0.12	/	/	/	/	-3%	1030	i	/	-0.26	-0.13	-0.094	-0.23	0.2%	/	/	1312	0.2
12. Cc1cc(C)c(C#N)c(SCC(=O)c2ccccc2)n1
→ 0.058	-7	i	2.6	-1	-4%	1421	i	4.6	-0.33	-0.15	0.49	0.12	0.7%	0.9	-9	1018	0.2
13. CCOC(=O)C1(Cc2ccccc2)CCN(Cc2cc(OC)c3c(c2)OCO3)CC1
→ 0.46	-5	i	2.6	10	-8%	1645	i	7.8	-0.36	-0.3	0.12	-0.18	0.9%	1.2	13	1023	0.2
14. COc1ccc(-c2cc(C(=O)OCC(=O)N3CCCC3)c3ccccc3n2)cc1
→ -0.37	4	i	1.1	17	8%	1352	i	11	-0.17	0.91	-0.044	0.51	0.5%	1.5	-2	1231	-4.0
15. CCn1c(=N)n(CC(O)c2cccs2)c2ccccc21 (stereo not drawn)
→ 1.4	2	i	3.7	-3	-7%	/	i	14	-0.13	/	-0.79	-1.2	-1.2%	2.0	-4	1061	0.2
16. CCOc1ccc2[nH]c(=O)c(CN(CCO)C(c3nnnn3C3CCCCC3)C(C)C)cc2c1 (stereo not drawn)
→ 0.19	10	i	9.2	0	22%	1376	i	1.5	-0.045	0.37	0.016	-0.89	0.4%	1.9	-5	1104	4.6
17. CCOC(=O)C1(C(=O)O)NC(=O)CC1c1ccccc1 (stereo not drawn)
→ 0.11	5	i	3.1	/	-3%	/	i	5.9	-0.2	/	-0.065	-0.32	-0.3%	1.5	/	/	/
18. COc1ccc(OC)c(/C=N\NC(=O)c2ccc(=O)n(C)c2)c1
→ 0.4	8	i	3.8	13	16%	1449	i	5.0	-0.32	0.29	-0.47	-0.26	10%	1.5	-23	1057	0.2
19. Cc1nc2sc(C(c3cccs3)N3CC(C)CC(C)C3)c(O)n2n1 (stereo not drawn)
→ -0.94	/	/	2.1	8	13%	/	i	6.5	-0.044	/	0.81	1	0.6%	3.0	4	1082	-1.7
20. CCN(CC)S(=O)(=O)c1cccc(C(=O)N/N=C(\C)c2cccs2)c1
→ 0.58	10	i	12	-5	-12%	1642	i	7.9	-0.34	-0.78	-0.27	0.053	-0.8%	1.2	-2	971	-2.2
21. CSc1c(C#N)c(N)c(C#N)c2c1COC(C)(C)C2
→ 1.7	-1	i	3.0	-2	6%	/	i	4.0	-0.25	/	-0.55	-0.67	1.7%	2.5	5	1150	-0.5
22. CNC(=S)NCCc1ccccc1
→ 0.012	/	/	/	/	9%	1133	i	/	-0.17	-0.33	0.3	-0.15	-1.2%	/	/	1291	-0.6
23. O=C(O)C1=C[C@H](c2csc3ccccc23)C[C@H](OCc2ccc(CO)cc2)O1
→ -0.58	26	i	2.8	12	6%	1375	i	3.3	-0.26	-0.99	0.68	0.76	4.0%	1.6	2	1122	-3.0
24. COc1cc(OC)c(OC)cc1CN1CCN(Cc2ccc(SC)cc2)CC1
→ -0.19	-1	i	7.7	5	0%	1304	i	11	-0.18	-0.41	-0.35	-0.55	1.6%	1.2	22	1122	0.7
25. CCOc1ccc(OCc2ccc(C(=O)N3N=C(C(F)F)CC3(O)C(F)F)o2)cc1 (stereo not drawn)
→ 1.2	29	i	1.6	-9	36%	911	i	5.2	-0.21	0.17	0.54	0.55	1.0%	1.6	0	1244	5.2
26. Nc1ccn(Cc2ccc(F)cc2)n1
→ -1.1	-16	i	4.4	-8	-4%	1359	i	9.9	-0.26	-0.23	1.3	1.5	-0.4%	2.1	-10	1467	-0.1
27. CCN(CC)CCNC(CC(=O)Nc1ccc(Cl)cc1Cl)C(=O)O (stereo not drawn)
→ -1.4	-5	i	3.7	14	2%	/	i	5.3	-0.11	/	1.5	1.6	2.0%	2.2	9	558	2.0
28. CCOC(=O)/C=C/c1nc(C(=O)OCC)c(C)c(=O)[nH]1
→ 0.03	/	/	/	/	9%	1074	i	/	1.1	0.67	0.18	0.097	2.8%	/	/	1336	-0.6
29. O=C(COc1ccc(Cl)cc1Cl)N1CCCN(C(=O)COc2ccc(Cl)cc2Cl)CC1
→ 0.69	-17	i	0.9	76*	-2%	970	i	11	0.0042	-0.58	0.27	-0.043	1.8%	0.9	55*	/	/
30. Cc1oc(-c2cc(F)ccc2F)nc1CN1CCCN(C(=O)c2ccco2)CC1
→ 0.86	-4	i	4.3	-1	-2%	1560	i	2.9	-0.24	0.06	-0.6	-0.99	1.2%	1.6	4	1014	-0.5
31. c1ccc(Nc2ccccc2Nc2ccccn2)nc1
→ 0.69	-3	i	2.6	18	?	1005	i	4.1	-0.2	-0.53	-0.32	-0.095	147%	1.4	3	1160	-3.2
32. CC(=O)N1CCN2C(=O)C1CCCC(=O)c1cc(C)ccc12 (stereo not drawn)
→ 0.5	19	i	3.3	-19	-1%	1116	i	6.3	-0.21	0.45	-0.13	0.0084	1.6%	1.1	-6	1194	-0.8
33. COc1cc(NCc2ccccc2O)c2ncccc2c1
→ 0.69	/	/	/	/	0%	1159	i	/	-0.22	-0.3	-0.58	-0.38	-2.0%	/	/	1299	-0.1
34. Cc1c(/C=N/NC(=O)CNc2ccccc2)c2ccccn2c1C(=O)c1ccc(Cl)cc1
→ 0.6	13	i	2.7	14	48%	1518	i	3.8	-0.25	-0.21	-0.43	-0.47	6.3%	1.7	11	1138	-0.7
35. CCCCc1ccc(NC(=O)c2ccc(NS(C)(=O)=O)cc2)cc1
→ 0.43	-28	i	2.3	5	12%	1589	i	1.2	-0.25	0.59	-0.46	-0.99	0.6%	1.6	-4	1050	-1.3
36. O=C(CSc1n[nH]c(-c2ccco2)n1)N1c2ccccc2Sc2ccccc21
→ 0.15	22	i	3.9	10	-8%	1032	i	5.8	-0.3	0.51	0.68	0.2	-3.1%	1.8	7	661	5.1
37. CCn1c(=O)cc(SCC(=O)NCCC2=CCCCC2)c2ccccc21
→ -0.2	12	i	2.8	4	-3%	1550	i	4.5	-0.28	2	0.52	-0.38	-1.2%	1.9	-22	1042	-1.2

Part of the list above, reduced to b-catenin transl, Dynein transport and AID2073:
#	structure	b-catenin transl	Dynein transport	AID2073
25	CCOc1ccc(OCc2ccc(C(=O)N3N=C(C(F)F)CC3(O)C(F)F)o2)cc1 (stereo not drawn)	5.2	0.55	36%
26	Nc1ccn(Cc2ccc(F)cc2)n1	-0.1	1.5	-4%
